All columns: NCI-60 one-dose screen, growth in % after 48 h at 10 µM unless noted; 100 = growth as untreated, 0 = no growth, -100 = all killed.
OVCAR-8 – OVCAR-8 ovarian cancer | 81,000 compounds, 4.4% hits | AID 1794782
NCI-H23 – NCI-H23 lung cancer | 80,000 compounds, 4% hits | AID 1794731
SK-OV-3 – SK-OV-3 ovarian cancer cells. 80,000 compounds, 3.2% hits
NCI/ADR-RES – NCI/ADR-RES ovarian cells; 81,000 compounds, 4.4% hits
NCI-H522 – NCI-H522 lung cancer. 78,000 compounds, 8% hits. AID 1794739
IGROV1 – IGROV1 ovarian cancer; 79,000 compounds, 4.7% hits
OVCAR-5 – OVCAR-5 ovarian cancer; 82,000 compounds, 2.9% hits; AID 1794783
OVCAR-3 – OVCAR-3 ovarian cancer. 79,000 compounds, 7% hits. AID 1794787
OVCAR-4 – OVCAR-4 ovarian cancer cells | 80,000 compounds, 3.7% hits | AID 1794784
The depositor's hits bear a star; · = no result given; & = joins results of further samples. The calls were made as follows: active = growth percent below 10; inactive = the rest.

molecule	OVCAR-8	NCI-H23	SK-OV-3	NCI/ADR-RES	NCI-H522	IGROV1	OVCAR-5	OVCAR-3	OVCAR-4
N#Cc1ccc(C2C3=C(CCCC3=O)OC3=C2C(=O)c2ccccc2C3=O)cc1 (centres undefined)	1.9*	45	98	6.2*	0.7*	40	126	-1.7*	-2.8*
COc1ccc(-c2ccc(NNC(=O)c3ccccc3)nn2)cc1OC	99	101	·	100	99	95	96	105	100
O=C(N/N=C/c1cc2ccccc2nc1Cl)c1cc(-c2nc3ccccc3[nH]2)nc2ccccc12	96	96	106	93	84	88	106	·	86
O=C(O)CN1CCc2c(sc3ncnc(N4CCN(c5ccccc5)CC4)c23)C1	109	92	105	102	98	95	93	103	109
COc1ccc(/C=C2\N=C3N(N/C(=N\n4c(-c5ccccc5)cc(C)cc4=S)N3c3ccccc3)C2=O)cc1	86	100	·	88	94	94	111	106	89
CC(C)[C@@H](C)/C=C/[C@@H](C)[C@H]1CCC2=C3[C@H](O)[C@@H]4O[C@@]45C[C@@H](O)CC[C@]5(C)[C@H]3CC[C@@]21C	100	100	100	103	82	110	99	117	107
CSc1nc(SC)nc(SC)n1	113	103	113	106	106	102	114	122	112
O=C1N(Cc2ccccc2)C(=O)C2(CC=CC2)C(=O)N1c1ccccc1	109	104	98	106	89	104	99	109	110
Nc1nc(N)c2c(n1)NC(c1ccc(F)cc1)C1CCc3ccccc3C1=N2 (centres undefined)	70	51	64	44	101	84	110	48	36
CNC(=O)c1cc(-c2ccc(NS(=O)(=O)c3ccc(F)cc3)cc2)nc2cccnc12	92	92	95	81	81	60	94	90	78

(listing goes on)
molecule	OVCAR-8	NCI-H23	SK-OV-3	NCI/ADR-RES	NCI-H522	IGROV1	OVCAR-5	OVCAR-3	OVCAR-4
COc1ccc(/C=C/C(=O)c2ccc(NC(=O)CSc3nnc(-c4ccccc4)o3)cc2)cc1OC	99	94	113	99	89	106	104	105	105
OCC[C@H]1C[C@@H]1/C=C/c1ccccc1	105	104	103	106	95	·	109	109	101
O=S(=O)(NCCCNc1nccc(-c2c(-c3ccc(F)c(O)c3)nc3occn23)n1)c1ccc(Cl)cc1	66	71	64	96	63	62	118	95	81
CC(=O)CC(c1ccc([N+](=O)[O-])cc1)c1c(O)c2ccccc2oc1=O (centres undefined)	105	106	108	105	97	107	100	109	110
Cc1cc2ccccc2c[n+]1CCCC[n+]1cc2ccccc2cc1C	102	85	103	99	94	96	102	103	91
O=C(O)Cc1ccc(NC(=O)c2ccccc2Nc2ccnc(C(F)(F)F)c2)cc1	120	108	107	111	94	120	105	120	106
CCCCC(CC)C(=O)OC(C)C(=O)N(CCCC)CCCC (centres undefined)	106	113	96	106	100	103	96	104	105
CCCCCCCCCCCC1=NC(C)(C)CN1c1ccccc1	94	91	104	98	78	87	100	98	85
Cn1c(=O)[nH]c(=O)c2nc(CC(=Nc3ccc(F)cc3)c3ccccc3)c(=O)[nH]c21	102	91	99	94	93	97	93	106	97
O=C(Nc1nc(-c2ccccc2)cs1)c1cc(-c2ccc(Cl)cc2)nc2ccc(Cl)cc12	79	68	93	76	83	59	108	88	85

As a short view, some entries already given.
molecule	OVCAR-8	NCI-H23	SK-OV-3	NCI/ADR-RES	NCI-H522	IGROV1	OVCAR-5	OVCAR-3	OVCAR-4
N#Cc1ccc(C2C3=C(CCCC3=O)OC3=C2C(=O)c2ccccc2C3=O)cc1 (centres undefined)	1.9*	45	98	6.2*	0.7*	40	126	-1.7*	-2.8*
COc1ccc(-c2ccc(NNC(=O)c3ccccc3)nn2)cc1OC	99	101	·	100	99	95	96	105	100
O=C(N/N=C/c1cc2ccccc2nc1Cl)c1cc(-c2nc3ccccc3[nH]2)nc2ccccc12	96	96	106	93	84	88	106	·	86
O=C(O)CN1CCc2c(sc3ncnc(N4CCN(c5ccccc5)CC4)c23)C1	109	92	105	102	98	95	93	103	109
COc1ccc(/C=C2\N=C3N(N/C(=N\n4c(-c5ccccc5)cc(C)cc4=S)N3c3ccccc3)C2=O)cc1	86	100	·	88	94	94	111	106	89
CC(C)[C@@H](C)/C=C/[C@@H](C)[C@H]1CCC2=C3[C@H](O)[C@@H]4O[C@@]45C[C@@H](O)CC[C@]5(C)[C@H]3CC[C@@]21C	100	100	100	103	82	110	99	117	107
CSc1nc(SC)nc(SC)n1	113	103	113	106	106	102	114	122	112
O=C1N(Cc2ccccc2)C(=O)C2(CC=CC2)C(=O)N1c1ccccc1	109	104	98	106	89	104	99	109	110
Nc1nc(N)c2c(n1)NC(c1ccc(F)cc1)C1CCc3ccccc3C1=N2 (centres undefined)	70	51	64	44	101	84	110	48	36
CNC(=O)c1cc(-c2ccc(NS(=O)(=O)c3ccc(F)cc3)cc2)nc2cccnc12	92	92	95	81	81	60	94	90	78
COc1ccc(/C=C/C(=O)c2ccc(NC(=O)CSc3nnc(-c4ccccc4)o3)cc2)cc1OC	99	94	113	99	89	106	104	105	105
OCC[C@H]1C[C@@H]1/C=C/c1ccccc1	105	104	103	106	95	·	109	109	101
O=S(=O)(NCCCNc1nccc(-c2c(-c3ccc(F)c(O)c3)nc3occn23)n1)c1ccc(Cl)cc1	66	71	64	96	63	62	118	95	81

Other compounds follow:
molecule	OVCAR-8	NCI-H23	SK-OV-3	NCI/ADR-RES	NCI-H522	IGROV1	OVCAR-5	OVCAR-3	OVCAR-4
COc1cc(C2C3=C(CC(C)(C)CC3=O)N(c3sc4c(c3C#N)CCCC4)c3nc(N)c(C#N)c(N)c32)cc(OC)c1OC (centres undefined)	59	94	104	62	60	71	90	72	47
CSc1nc(Sc2ccccc2)c(C#N)c(-c2cccc([N+](=O)[O-])c2)n1	94	91	111	102	81	102	109	118	95
Cc1ccc2nc(COc3ccc(C(=O)NNC(=S)NCCc4ccccc4)cc3)[nH]c2c1	13	17	83	75	55	53	89	105	-4.1*
CC(=O)c1cc2c(cc1C)CCCC2(C)C	102	106	107	109	·	·	110	109	113
CC(=N\NC(=O)c1ccccc1)/C(C)=N/NC(=O)c1ccccc1	90	86	107	93	132	101	100	114	100
N#Cc1ccc(C(=O)C[n+]2ccn(CCC(=O)Nc3cccc4cccnc34)c2)cc1	100	98	101	100	94	99	103	101	103
Clc1ccc2c(Nc3ccc4oc(NCCN5CCCC5)nc4c3)ccnc2c1	94	89	114	101	99	94	101	83	85
COc1ccc(-c2cc(-c3ccc(OC)c(OC)c3)nc(SCCCCCC(=O)NO)n2)cc1	38	69	47	101	6.6*	62	52	65	77
CN1CCN(Cc2ccc(NC(=O)c3cncc(C#Cc4[nH]nc5ncncc45)c3)cc2C(F)(F)F)CC1	89	57	61	105	66	38	78	·	88
COc1ccc(C2=NC(=O)NC2c2ccc(OC)cc2)cc1 (centres undefined)	98	68	66	1.9*	54	78	78	69	75

(more compounds)
molecule	OVCAR-8	NCI-H23	SK-OV-3	NCI/ADR-RES	NCI-H522	IGROV1	OVCAR-5	OVCAR-3	OVCAR-4
COc1ccc(C2NCc3c(nc4c(c(C)nn4-c4ccccc4)c3-c3ccc(Cl)cc3)N2)cc1 (centres undefined)	104	99	100	100	75	97	96	103	96
COc1ccc(-c2cc3c(OC)c(OC)c(OC)cc3oc2=O)cc1	67	59	67	4.1*	-12*	62	74	5.5*	81
CC/C(=C(/c1ccc(O)cc1)c1ccc(OCCN(C)C(=O)COCCOCCNC(=O)Cc2ccc3c(c2)CN([C@@H]2CCC(=O)NC2=O)C3=O)cc1)c1ccccc1	22	97	72	107	88	18	87	61	59
O=C(NNc1nccc(Nc2ccc(S(=O)(=O)Nc3ccncc3)cc2)n1)c1cccc(Br)c1	99	97	103	98	96	106	107	109	100
O=c1[nH]c2ccc(Cl)cc2cc1CSc1nccc(-c2ccc(Cl)cc2)n1	43	54	69	57	34	59	66	87	39
COc1cc([C@H]2Nc3cc(Cl)cc(Cl)c3C3C=CCC32)cc(Br)c1OC (some centres undefined)	85	92	89	101	77	113	99	100	78
O=C1N(Br)C(=O)C(c2ccc(Cl)cc2)(c2ccc(Cl)cc2)N1Br	98	97	104	94	81	92	106	101	98
C=CCn1c(SCC(=O)Nc2ccc(C(=O)/C=C/c3ccccc3Cl)cc2)nnc1-c1c[nH]c2ccccc12	98	94	100	99	88	94	100	118	92
O=C1/C(=C/C=C/c2ccco2)SC(=S)N1Cc1ccco1	117	99	99	105	92	104	103	106	90
O=C1/C(=C/c2ccc(B(O)O)cc2F)Oc2ccccc21	95	104	106	106	86	91	104	102	102

(further entries)
molecule	OVCAR-8	NCI-H23	SK-OV-3	NCI/ADR-RES	NCI-H522	IGROV1	OVCAR-5	OVCAR-3	OVCAR-4
C[n+]1c(/C=C/c2c(O)ccc3ccccc23)ccc2ccccc21	21	37	51	25	-6.6*	45	77	-21*	28
CCOC(=O)COC(C)C(=O)OCC (centres undefined)	96	118	106	118	·	127	113	121	108
COc1cccc(C2=NN(C(C)=O)C(c3cccc(NS(C)(=O)=O)c3)C2)c1O (centres undefined)	·	99	·	101	62	55	105	122	98
Cc1cc(SCSc2cc(C)[o+]c(C)c2)cc(C)[o+]1	100	102	96	105	96	96	102	102	99
NS(=O)(=O)Oc1ccc(-c2ccc3occc3c2)cc1	108	98	116	101	92	106	109	112	108
O=C1c2ccc3c4ccc5c6c(ccc(c7ccc(c2c37)C(=O)N1CCC[P+](c1ccccc1)(c1ccccc1)c1ccccc1)c64)C(=O)N(CCC[P+](c1ccccc1)(c1ccccc1)c1ccccc1)C5=O	50	28	92	97	68	30	74	37	76
Cc1nn(-c2ccccc2)c(N2CCOCC2)c1-c1nc2ccc(C(=O)NN=Cc3ccoc3)cc2[nH]1	101	107	120	104	112	99	108	100	101
O=C(CN1CCN(c2cc(=O)[nH]c3ccc(F)cc23)CC1)N1CCCc2ccccc21	96	89	107	96	87	68	99	94	84
Nc1cc2c(cc1Br)-c1ccccc1/C2=N\O	102	91	109	106	94	87	110	102	108
O=C1CCc2c(sc3[nH]c(=S)n(-c4ccccc4)c(=O)c23)C1	100	97	86	103	85	100	104	101	112
O=S(=O)(O)c1cc(O)c2ccc(Nc3ccccc3)cc2c1	108&97&102	104&97&105	115&103&106	109&107&112	104&104	85&102&122	111&98&111	111&107&121	114&118&107
O=c1[nH]c(-c2ccc(Cl)cc2)nc2sc3c(c12)CCCC3	68	86	92	82	82	82	103	101	86
c1ccc2c(c1)N=C(N1CN(C3=Nc4ccccc4NCC3)CN(C3=NCCNc4ccccc43)C1)CCN2	117	94	105	100	114	110	102	103	107

Source: PubChem (NCI)

Rows were taken by chance, and some 11% of all compounds hit somewhere here.
